Screens as filed in PubChem BioAssay.
14-3-3 Bad PPI – inhibitors of 14-3-3 zeta/Bad binding, primary screen, biochemical, TR-FRET, bovine 14-3-3 zeta. TR-FRET 14-3-3zeta/Dy647-pBad peptide displacement, 1 h. inhibition, % at 21.7 µM. 220,000 compounds, 0.71% hits. AID 781, 2007;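 active = inhibition above about 70%, limit read from the data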;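 also: 0% = full 14-3-3 plus peptide FRET controls and 100% = background without 14-3-3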
thrombin 1536 – human alpha-thrombin inhibitors, primary screen, counter-screen for coagulation protease inhibitor project, biochemical, 1536-well, fluorogenic AMC substrate. Prothrombin (Homo sapiens), P00734. Boc-VPR-AMC fluorogenic substrate cleavage. inhibition, % at 5 µM. 220,000 compounds, 0.26% hits;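 active = inhibition at or above 40%; inactive = inhibition below 40%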;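 also: 0% = enzyme with no compound and 100% = wells without enzyme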
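Test system: human alpha-thrombin protein / Dosing: one concentration per compound, 5 µM, with 0.2% DMSO / Medium: pH 7.5 Tris-saline with Tween 20 / Benchmarks: no-compound enzyme wells and no-enzyme blanks / Read-out basis: percent inhibition of thrombin substrate cleavage / Timing: reaction at room temperature / Measured by: fluorescence, ex 355 nm, em 460 nm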
EBV gp42 block – Epstein-Barr virus gp42 inhibitors, primary screen, biochemical, uHTS, fluorescence polarization; Fluorescence polarization binding assay, mP read-out; AID 1085, 2008; 220,000 compounds, 0.42% hits; inhibition, % (tested at 21.74 µM); in the data active = inhibition above about 50%
Cl transport mod – KCC2 cotransporter modulators, thallium flux, primary screen, cell-based, HEK293 KCC2, FluoZin-2 fluorescence, MLSMR | Solute carrier family 12 member 5 (Homo sapiens), Q9H2X9 | 190,000 compounds, 2.2% hits | B-score of Tl+ flux slope (higher = more flux/activation; lower = inhibition) at 10 µM | KCC2 cells, thallium flux FluoZin-2 fluorescence;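 active = thallium flux slope and its plate-corrected score both differing from the plate sample mean at a set confidence after two filtering rounds, in either direction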;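 also: slope of fluorescence scaled to starting intensity during 10 to 20 s after thallium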
KLK5 inh – human KLK5 protease inhibitors, primary screen, biochemical, 1536-well. Kallikrein-5 (Homo sapiens), Q9Y337. inhibition, % at 5 µM. AID 873, 2007. 210,000 compounds, 0.59% hits. recombinant hK5, fluorogenic AMC substrate cleavage;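 active = inhibition of 40% or more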;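 also: 0% = enzyme controls without compound and 100% = no-enzyme blanks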
eIF4E-4G inh – eIF4E–eIF4G protein interaction inhibitors, primary screen, biochemical, uHTS, TR-FRET, eIF4GI fragment; Eukaryotic translation initiation factor 4E (Mus musculus) + Eukaryotic translation …; TR-FRET eIF4E-eIF4GI(517-606) binding, 2 h; inhibition, % at 21.7 µM; 220,000 compounds, 0.37% hits; AID 782, 2007;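 also: 0% = full FRET control wells and 100% = background wells lacking eIF4GI fragment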
Target sequence (P63073 whole entry, looked up, the tested form may be a part): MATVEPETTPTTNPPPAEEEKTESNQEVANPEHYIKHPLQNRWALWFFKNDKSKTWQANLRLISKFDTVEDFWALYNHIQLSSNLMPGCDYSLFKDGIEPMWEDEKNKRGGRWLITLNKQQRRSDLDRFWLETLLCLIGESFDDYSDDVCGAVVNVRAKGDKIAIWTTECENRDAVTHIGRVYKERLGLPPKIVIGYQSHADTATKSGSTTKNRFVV
Target sequence (Q04637 whole entry, looked up, the tested form may be a part): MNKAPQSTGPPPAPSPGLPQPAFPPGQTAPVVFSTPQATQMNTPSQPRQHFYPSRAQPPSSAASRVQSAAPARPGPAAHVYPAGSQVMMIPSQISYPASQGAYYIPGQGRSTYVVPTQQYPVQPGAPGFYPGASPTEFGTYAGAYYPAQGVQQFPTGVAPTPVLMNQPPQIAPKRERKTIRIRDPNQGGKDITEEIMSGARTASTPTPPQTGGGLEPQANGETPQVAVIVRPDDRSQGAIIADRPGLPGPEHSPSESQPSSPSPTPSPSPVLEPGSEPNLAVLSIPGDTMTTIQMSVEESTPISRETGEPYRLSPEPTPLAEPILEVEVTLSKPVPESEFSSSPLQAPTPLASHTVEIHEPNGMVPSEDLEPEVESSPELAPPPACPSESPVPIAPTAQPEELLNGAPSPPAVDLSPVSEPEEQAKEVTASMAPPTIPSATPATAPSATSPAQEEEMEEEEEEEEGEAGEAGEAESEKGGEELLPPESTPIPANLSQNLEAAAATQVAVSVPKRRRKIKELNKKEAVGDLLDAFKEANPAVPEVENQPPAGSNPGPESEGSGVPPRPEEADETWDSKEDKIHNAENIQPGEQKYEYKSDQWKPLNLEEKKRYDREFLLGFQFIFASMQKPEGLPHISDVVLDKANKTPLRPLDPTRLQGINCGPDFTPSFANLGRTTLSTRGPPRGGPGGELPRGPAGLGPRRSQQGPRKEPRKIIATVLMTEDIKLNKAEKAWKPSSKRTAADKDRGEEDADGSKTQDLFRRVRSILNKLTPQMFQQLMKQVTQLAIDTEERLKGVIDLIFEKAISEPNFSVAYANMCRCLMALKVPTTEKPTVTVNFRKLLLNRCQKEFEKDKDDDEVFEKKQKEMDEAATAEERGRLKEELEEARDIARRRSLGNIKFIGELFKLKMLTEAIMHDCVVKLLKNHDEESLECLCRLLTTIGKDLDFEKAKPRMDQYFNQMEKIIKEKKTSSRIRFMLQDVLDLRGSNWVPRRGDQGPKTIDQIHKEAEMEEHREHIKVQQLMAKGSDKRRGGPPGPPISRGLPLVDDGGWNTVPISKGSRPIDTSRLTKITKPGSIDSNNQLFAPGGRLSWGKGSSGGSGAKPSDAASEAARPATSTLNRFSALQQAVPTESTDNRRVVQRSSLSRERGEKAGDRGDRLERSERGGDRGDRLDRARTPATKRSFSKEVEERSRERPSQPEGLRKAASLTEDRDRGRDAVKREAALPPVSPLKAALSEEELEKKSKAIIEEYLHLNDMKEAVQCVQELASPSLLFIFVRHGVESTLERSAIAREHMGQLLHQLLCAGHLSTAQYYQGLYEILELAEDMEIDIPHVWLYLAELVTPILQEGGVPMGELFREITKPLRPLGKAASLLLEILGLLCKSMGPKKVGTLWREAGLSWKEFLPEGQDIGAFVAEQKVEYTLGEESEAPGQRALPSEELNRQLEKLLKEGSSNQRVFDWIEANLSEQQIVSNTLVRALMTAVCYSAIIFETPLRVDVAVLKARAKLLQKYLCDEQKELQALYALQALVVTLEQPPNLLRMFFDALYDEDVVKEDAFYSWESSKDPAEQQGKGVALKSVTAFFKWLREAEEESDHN
Furin inhibitor – human furin inhibitors, primary screen, biochemical, fluorescence intensity | P09958 | purified furin, fluorogenic substrate cleavage | inhibition, % at 30 µM | 220,000 compounds, 0.061% hits; in the data active = inhibition above about 25%; also: inactives centre near -15
p47phox inh – p47phox/p22phox peptide binding inhibitors, primary screen, biochemical, uHTS, NADPH oxidase regulatory subunit | AID 1274, 2008 | inhibition, % at 24.7 µM | 220,000 compounds, 0.53% hits | fluorescence polarization, 2 h;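 also: 0% = p47phox with labelled peptide and 100% = labelled peptide alone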
Rad51 HR inh – human RAD51 strand exchange inhibitors, primary screen, biochemical, fluorescence; DNA repair protein RAD51 homolog 1 (Homo sapiens), Q06609; hRad51 DNA strand exchange, fluorescence dequenching; inhibition, % at 10 µM; 200,000 compounds, 0.085% hits;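 active = inhibition above 40% at the single screening dose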;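 also: 0% = DMSO control wells and 100% = blanks with heterologous ssDNA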
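Material: Human Rad51 nucleoprotein filaments preassembled on unlabelled ssDNA | Also added: Labelled 47-mer dsDNA for strand exchange | Dosing: Single dose, 10 µM final compound | Schedule: 30-min compound preincubation and 15-min exchange, both room temperature | Technique: Fluorescence dequenching at 485/520 nm | Measure: Percent inhibition relative to plate controls and blanks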
Starred values were filed as active, the others as inactive; x = not tested or not shown; [ ] = another dose, or the depositor's remark.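 The calls were made as follows, unless noted: active = inhibition above about 30% (limit read from the data); inactive = the rest.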

#1 COc1cccc(C(=O)NC(=S)Nc2ccc3oc(=O)ccc3c2)c1
#2 C/C(=N\O)c1ccccc1C(=O)O
#3 CC(=O)c1cccc(N=Nc2c(-c3ccccc3)[nH]n(-c3ccccc3)c2=O)c1
#4 Cc1cccc(-c2nnc(SCc3nc4ccccc4[nH]3)n2Cc2ccco2)c1
#5 Cc1ccccc1OCCN(C#N)c1nc(N(C)C)nc(N(C)C)n1
#6 N#Cc1c(NC(=O)CSc2n[nH]c(Cc3ccccc3)n2)oc(-c2ccccc2)c1-c1ccccc1
#7 Cc1ccc(OCc2ccoc2C(=O)O)cc1C
#8 Cc1cc(C)n(-c2ccc(C(=O)Nc3cccc(S(=O)(=O)N4CCCC4)c3)cc2)n1
#9 Cc1cc(C)n(CC(=O)N2c3ccccc3Sc3ccccc32)n1
#10 COc1ccc(NC(=O)COC(=O)Cc2c[nH]c3ccccc23)cc1OC

compound no.	1	2	3	4	5	6	7	8	9	10
Rad51 HR inh	-3	x	-188	-8	-4	-19	-3	0	6	1
p47phox inh	37*	-9	-11	-10	2	-19	-15	-2	-2	-7
Furin inhibitor	-17	-19	-14	-1	-5	-28[20 µM]	-10[20 µM]	-13	-13[20 µM]	-19
Cl transport mod	0.74	0.47	-0.23	-1.7	-1.2	-1.3	0.93	-0.28	x	1.5
KLK5 inh	-5	-3	2	-1	20	-116	-19	-5	-19	1
14-3-3 Bad PPI	1[fluorescence artefact?]	15	-12	17	8	14[fluorescence artefact?]	6	-4	-2	-13
thrombin 1536	-16	0	1	-1	-9	8	3	-8	1	-6
EBV gp42 block	-22	-12	2	-6	6	-69	-17	-12	-11	4
eIF4E-4G inh	-8	-5[fluorescence artefact?]	3	-4	0	1[fluorescence artefact?]	5	3	-1[fluorescence artefact?]	5

Quoted at random: 2 entries already listed
#4 Cc1cccc(-c2nnc(SCc3nc4ccccc4[nH]3)n2Cc2ccco2)c1
#10 COc1ccc(NC(=O)COC(=O)Cc2c[nH]c3ccccc23)cc1OC

compound no.	4	10
Rad51 HR inh	-8	1
p47phox inh	-10	-7
Furin inhibitor	-1	-19
Cl transport mod	-1.7	1.5
KLK5 inh	-1	1
14-3-3 Bad PPI	17	-13
thrombin 1536	-1	-6
EBV gp42 block	-6	4
eIF4E-4G inh	-4	5

The listing continues.
#11 COc1ccc(OC)c(-n2nnnc2SCC(=O)NCCc2ccccc2)c1
#12 CCc1ccccc1NC(=O)COc1ccc(C(=S)N2CCCC2)cc1
#13 Cc1nc(-c2coc3c(CN(C)C)c(O)ccc3c2=O)cs1
#14 CCc1nnc(NS(=O)(=O)c2ccc(N/C=C\C(=O)c3cccc(OC)c3)cc2)s1
#15 CCCc1nc(Cl)c(C#N)c2c1CCCC2
#16 O=C(Nc1ccccc1N1CCCCC1)c1ccccc1F
#17 Cc1ccc(-c2cc(C(F)(F)F)n3ncc(C(=O)N4CCCc5ccccc54)c3n2)cc1
#18 CC(C)N(CCO)C(=O)CCc1nnc(Cc2cccc(C(F)(F)F)c2)o1
#19 C/C(=N\NC(=O)C1CCCN(S(=O)(=O)c2ccccc2)C1)c1cccnc1 (stereo unspecified)
#20 CCOc1ccc(S(=O)(=O)N2CCN(C(=O)c3cccn3C)CC2)cc1

compound no.	11	12	13	14	15	16	17	18	19	20
Rad51 HR inh	x	-9	2	4	2	-3	1	3	1	x
p47phox inh	-8	-1	-5	-10	9	-14	-14	-97	5	-7
Furin inhibitor	-2	0	-20[20 µM]	-2	-13	-20	-23[20 µM]	-4	-14[20 µM]	-18[20 µM]
Cl transport mod	x	-2.4	x	-0.15	0.061	x	-0.62	0.45	0.14	0.1
KLK5 inh	-5	-9	-3	-4	18	-4	-3	10	-11	-22
14-3-3 Bad PPI	x	-1	1	-4	9	-20[fluorescence artefact?]	-1[fluorescence artefact?]	1	11	-3[fluorescence artefact?]
thrombin 1536	-2	6	-2	x	11	-11	5	-6	-1	-8
EBV gp42 block	-17	-16	-3	1	-5	-5	-5	-1	-9	-11
eIF4E-4G inh	x	3	2	1	2	-10[fluorescence artefact?]	-2	-3	-5	4

Shown in markdown: entries from further up
| no. | compound | Rad51 HR inh | p47phox inh | Furin inhibitor | Cl transport mod | KLK5 inh | 14-3-3 Bad PPI | thrombin 1536 | EBV gp42 block | eIF4E-4G inh |
| --- | --- | --- | --- | --- | --- | --- | --- | --- | --- | --- |
| 2 | C/C(=N\O)c1ccccc1C(=O)O | x | -9 | -19 | 0.47 | -3 | 15 | 0 | -12 | -5[fluorescence artefact?] |
| 10 | COc1ccc(NC(=O)COC(=O)Cc2c[nH]c3ccccc23)cc1OC | 1 | -7 | -19 | 1.5 | 1 | -13 | -6 | 4 | 5 |
| 16 | O=C(Nc1ccccc1N1CCCCC1)c1ccccc1F | -3 | -14 | -20 | x | -4 | -20[fluorescence artefact?] | -11 | -5 | -10[fluorescence artefact?] |
| 18 | CC(C)N(CCO)C(=O)CCc1nnc(Cc2cccc(C(F)(F)F)c2)o1 | 3 | -97 | -4 | 0.45 | 10 | 1 | -6 | -1 | -3 |

Shown as a hit in p47phox inh (from the list above):
no.	SMILES	Rad51 HR inh	p47phox inh	Furin inhibitor	Cl transport mod	KLK5 inh	14-3-3 Bad PPI	EBV gp42 block	eIF4E-4G inh
1	COc1cccc(C(=O)NC(=S)Nc2ccc3oc(=O)ccc3c2)c1	-3	37*	-17	0.74	-5	1[fluorescence artefact?]	-22	-8

The list continues:
#21 O=[N+]([O-])c1cccc(/C=C2\CCC(/C=N/Nc3ccc4ccccc4n3)=C2N2CCOCC2)c1
#22 CC(C(=O)OCc1nnc(-c2ccccc2)o1)N1C(=O)C2CCCCC2C1=O (stereo unspecified)
#23 O=C(Cn1cc2c(n1)CCCCC2)Nc1ccccc1Br
#24 O=C(O)c1ccc(-n2nnnc2Oc2ccccc2C(=O)N2CCOCC2)cc1
#25 CCSCCc1nnc(NC(=O)Nc2cccc(C(F)(F)F)c2)s1
#26 CCN(CC)C(=O)n1cnc(-c2ccccc2)c1-c1ccccc1
#27 CC(c1ccco1)N(C(=O)c1cccs1)c1ccccn1 (stereo unspecified)
#28 CCCCN(C(=O)c1ccc2c(c1)OCO2)c1ccccc1
#29 COc1cccc(C(=O)Nc2cccc(-c3ccc4nncn4n3)c2)c1OC
#30 COCCOC(=O)/C=C1/NC(=O)CS1

compound no.	21	22	23	24	25	26	27	28	29	30
Rad51 HR inh	-2	-8	-5	3	0	-4	6	-10	5	-3
p47phox inh	-18	-8	-5	-7	-6	-4	1	0	-9	1
Furin inhibitor	-6	-10	-19	1[20 µM]	-15	-6	-29	-12	-23	-5[20 µM]
Cl transport mod	0.54	-0.0073	-0.53	0.88	1.7	0.0057	0.27	0	-1.6	-0.24
KLK5 inh	-8	10	-1	22	-13	-20	2	x	-1	-1
14-3-3 Bad PPI	-4[fluorescence artefact?]	2	-3	x	-7	-5	1	-8	-9	-1[fluorescence artefact?]
thrombin 1536	0	13	-3	-1	-11	-4	-4	-4	2	3
EBV gp42 block	-15	-11	-18	-26	-7	0	10	-14	-19	-1
eIF4E-4G inh	1	0	-3	x	8	-1	0	0	-1	2[fluorescence artefact?]

#31 O=S(=O)(Nc1cccc(-c2nc3cccnc3s2)c1)c1cccs1
#32 O=C(CCN1CCN(c2ccccc2F)CC1)Nc1ccccc1F
#33 COc1ccc(S(=O)(=O)N2CCC(N3CCN(Cc4ccccc4)CC3)CC2)cc1
#34 Cn1c(=O)c2c(ncn2CC(=O)OCC(=O)Nc2ccccc2)n(C)c1=O
#35 COc1ccc(CCCc2nnc(SCC(=O)Nc3ccc(OC)cc3)o2)cc1
#36 Cc1ccc(NC(=O)CCC(=O)c2ccc(F)cc2)cc1Cl
#37 COc1cc2c(cc1NC(=O)Nc1ccc(C)cc1)oc1ccccc12
#38 CCCOc1ccccc1C1NC(=O)NC(C)=C1C(=O)OCCOCC (stereo unspecified)
#39 O=C(Nc1nc(C2C3CC4CC(C3)CC2C4)cs1)c1cc2cc([N+](=O)[O-])ccc2oc1=O (stereo unspecified)
#40 Cc1ccc(NC(=S)NNc2ncc(C(F)(F)F)cc2Cl)cc1

compound no.	31	32	33	34	35	36	37	38	39	40
Rad51 HR inh	x	4	9	-70	-4	2	-4	7	x	-5
p47phox inh	-13	-14	-9	-1	1	-12	1	-7	-11	-2
Furin inhibitor	-18	-24	-14	-7	-7	-25[20 µM]	-20[20 µM]	-19	-9[20 µM]	-17
Cl transport mod	-0.89	x	-1.9	-0.65	-0.035	-1.5	-0.69	0.89	-0.44	17*
KLK5 inh	2	-6	-23	-7	-4	0	-17	1	-13	39
14-3-3 Bad PPI	-7	-6[fluorescence artefact?]	36	-1	13	1	-12	11	-10	-11
thrombin 1536	1	-5	1	-7	-9	-2	-7	-4	-22	23
EBV gp42 block	-4	-8	-3	6	-27	-4	4	-7	-5	8
eIF4E-4G inh	2	-8	-2	4	3	2	-2[fluorescence artefact?]	-3	-19	-2

#41 O=C(O)c1ccc2c(=O)[nH]c(CCl)nc2c1
#42 Cc1ccc(CSCCNS(C)(=O)=O)cc1
#43 Clc1ccc2nc(-c3ccc4c(c3)OCO4)cn2c1
#44 COc1ccc(/C=C/C(=O)c2sc(-c3ccc(Cl)cc3)nc2C)cc1

compound no.	41	42	43	44
Rad51 HR inh	-2	3	x	-4
p47phox inh	5	1	7	1
Furin inhibitor	-27	-13[20 µM]	-14	-20
Cl transport mod	1.7	0.62	x	x
KLK5 inh	-4	-22	x	3
14-3-3 Bad PPI	2	-8	12	-4
thrombin 1536	-2	-5	-7	-5
EBV gp42 block	-21	2	1	7
eIF4E-4G inh	2	-15	8	2
